DT40 TDP1 CPT = DT40-hTDP1 cell growth loss with CPT; chicken DT40 Tdp1-/-;hTDP1 cells + 20 nM CPT, ATP luminescence, 48 h; Potency, µM (series often up to 46.2 µM), for inactives: at the highest dose activity change, negative = growth inhibition, actives largely listed as inhibitors; 420,000 compounds, 12% hits; further: nearly all actives have a fitted effect of over 55% in size
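Chicken DT40 Tdp1-/- cells complemented with human TDP1, 400 cells/well, exposed to compounds plus 20 nM camptothecin for at least 48 h at 37 C; viability read as ATP content by CellTiter-Glo luminescence.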
FEN1 inhibitor = inhibitors of human flap endonuclease 1; Potency, µM (series often up to 114 µM), for inactives: at the top dose activity change, negative = inhibition, usual class: inhibitors; Recombinant FEN1 flap cleavage, fluorescence, 15 min; 390,000 compounds, 0.35% hits; P39748; further: nearly all actives have a fitted effect of over 65% in size
Target sequence (P39748 whole entry, looked up): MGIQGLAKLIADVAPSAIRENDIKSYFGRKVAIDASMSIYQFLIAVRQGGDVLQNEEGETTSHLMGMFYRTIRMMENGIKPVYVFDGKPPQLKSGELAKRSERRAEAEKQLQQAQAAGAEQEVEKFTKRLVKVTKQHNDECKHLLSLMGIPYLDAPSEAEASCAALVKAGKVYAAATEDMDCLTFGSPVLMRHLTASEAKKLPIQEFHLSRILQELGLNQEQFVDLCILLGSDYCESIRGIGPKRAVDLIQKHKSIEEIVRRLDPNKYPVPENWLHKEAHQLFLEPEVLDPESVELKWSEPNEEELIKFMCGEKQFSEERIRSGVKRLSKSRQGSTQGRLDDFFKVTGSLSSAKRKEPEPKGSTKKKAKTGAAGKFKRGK
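Potency values derive from four-parameter Hill fits of normalized qHTS data. The reaction used 10 nM FEN1 preincubated 15 min at room temperature with compound, then 50 nM DNA substrate, read at 0 and 15 min.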
GCN5L2 inh = blocks human GCN5L2 histone acetyltransferase; Q92830; GCN5L2 HAT assay, ThioGlo1 CoA-SH fluorescence; Potency, µM (titrated, usually from 58.9 µM), inactives show at the top dose activity change, negative = inhibition, actives largely listed as inhibitors; 390,000 compounds, 0.21% hits; AID 504327
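Fluorescence readout, Ex340nm/Em540nm: ThioGlo1 (50uM final) reacts with free CoA thiol released as 20nM GCN5L2 acetylates H3(1-25) peptide (75uM) using acetyl-CoA (70uM). Compound and enzyme sat 15 min beforehand; 20 min room-temperature reaction.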
Active calls of the source: *; ? = inconclusive; . = not tested or not shown; & = joins results of further samples. The call rests on the fitted dose curve; in most records, active means well fitted curve in the direction sought with a large enough effect; inconclusive means small, poorly fitted or top-dose-only effect, or another doubt; inactive means no such curve, though single readings can be large; an effect the other way counts as inactive or inconclusive. On the % scale 0 is the no-effect control and ±100 the full control effect; potency means the concentration at half of the fitted maximal effect.

1. O=c1oc(-c2ccc([N+](=O)[O-])cc2)nc2ccccc12
2. COc1ccc(-c2ccc(SCC(=O)N3CCOCC3)nn2)cc1
3. CCCc1nc2c(sc3nc4c(cc32)COC(C)(C)C4)c(=O)n1CCN(CC)CC
4. Cc1ccc(S(=O)(=O)N(CC(=O)NCCSCc2ccco2)c2cc(C)ccc2C)cc1
5. Cc1ccc(S(=O)(=O)N2CCN(C(=O)c3cccc(F)c3)CC2)cc1
6. NNC(=O)c1cc(-c2ccc(O)cc2)nc2ccc(Br)cc12
entry no.	1	2	3	4	5	6
DT40 TDP1 CPT	?	2%	?	16µM*	-13%	?
FEN1 inhibitor	2%	5%	-3%	0%	1%	-5%
GCN5L2 inh	3%	-4%	-2%	.	.	-2%

Another view of some results above.
Each structure is followed by: DT40 TDP1 CPT, FEN1 inhibitor, GCN5L2 inh
3. CCCc1nc2c(sc3nc4c(cc32)COC(C)(C)C4)c(=O)n1CCN(CC)CC
  ?, -3%, -2%
4. Cc1ccc(S(=O)(=O)N(CC(=O)NCCSCc2ccco2)c2cc(C)ccc2C)cc1
  16µM*, 0%, .
5. Cc1ccc(S(=O)(=O)N2CCN(C(=O)c3cccc(F)c3)CC2)cc1
  -13%, 1%, .

Next structures follow.
7. CC1CC(C)CN(C(=O)C2CC(=O)N(c3ccc(F)cc3)C2)C1 (stereo unspecified)
8. Cc1[nH]c2ccccc2c1C(=O)CSC(=S)N(C)C
9. Cc1nn(-c2ccccc2)nc1C(=O)NNC(=O)c1cccc2ccccc12
10. O=C(NNC(=O)c1ccccc1Br)c1ccc2nc[nH]c2c1
11. CC1CCC/C(=C\Nc2ccc(C(=O)O)c(O)c2)C1=O (stereo unspecified)
12. C=CCn1c(SCc2ccc(F)cc2)nnc1-c1sc2nc(C)cc(C)c2c1N
entry no.	7	8	9	10	11	12
DT40 TDP1 CPT	-21%	?	-22%	3%	-19%	-23%
FEN1 inhibitor	-3%	-4%	-21%	-25%	-4%	14%
GCN5L2 inh	-3%	1%	-6%	-26%	-7%	-2%

13. CCOC(=O)N1CCN(S(=O)(=O)c2ccc(OCC)cc2)CC1
14. CN(C)C1=NCCN1CCC1CCCC1
15. CC1(C)N=c2ccc([N+](=O)[O-])c(N)c2=[N+]1[O-]
16. COC(=O)c1ccc(C(=O)N(C)C2CCCN(Cc3ccccc3F)C2)nc1 (stereo unspecified)
17. Cc1c(C(=O)N2CCCCC2)c(S(=O)(=O)NCCc2ccccc2)c(C)n1C
18. O=S(=O)(NC1=NCCC1)c1ccc(F)cc1
entry no.	13	14	15	16	17	18
DT40 TDP1 CPT	?	?	15µM*	-3%	-22%	-3%
FEN1 inhibitor	7%	-2%	10%	-1%	22%	4%
GCN5L2 inh	-8%	1%	-5%	-1%	-20%	1%

19. Nc1nc(NCC2CCCO2)nc(Nc2ccc(Cl)cc2)c1[N+](=O)[O-] (stereo unspecified)
20. Cc1cc(C)c(NC(=O)CCn2c(=O)c3cccn3c3ccccc32)c(C)c1
21. O=C(COc1ccccc1)N(Cc1cccnc1)c1nc2c(F)cc(F)cc2s1
22. CCN(CC(=O)NCc1ccc(Cl)cc1)C(=O)c1cc(OC)cc(OC)c1
23. Cc1nnc(SC(C)C(=O)NCC2CCCO2)n1-c1ccccc1 (stereo unspecified)
24. CCN(CC)S(=O)(=O)c1ccc(-c2csc(=Nc3cccc(C(F)(F)F)c3)n2Cc2ccc3c(c2)OCO3)cc1
entry no.	19	20	21	22	23	24
DT40 TDP1 CPT	-2%	?	-26%	1%	-8%	?
FEN1 inhibitor	-6%	-4%	-13%	-4%	-1%	11%
GCN5L2 inh	3%	-12%	-5%	-1%	-6%	-4%

25. Cc1cc(C)cc(NC(=O)CSc2oc(-c3ccccc3)nc2S(=O)(=O)c2ccc(Cl)cc2)c1
26. O=C(Cc1csc(-c2ccccc2)n1)NCC(=O)Nc1ccc(F)c(F)c1F
27. Cc1csc2nc(-c3cccc(NC(=O)C(C)C)c3)cn12
28. COc1cc(C(C)=O)ccc1OCC(O)Cn1nc(C)c(C(C)=O)c1C (stereo unspecified)
29. Cc1cccc(N2CCN(C(=O)c3cnn(-c4ccc(F)cc4F)c3C3CCN(C(=O)OC(C)(C)C)CC3)CC2)c1C
30. COc1ccc(OCc2ccc(C(=O)N3CCOCC3)cc2)cc1
entry no.	25	26	27	28	29	30
DT40 TDP1 CPT	5.2µM*	-4%	?	13%	21µM*	-24%
FEN1 inhibitor	15%	-11%	9%	-2%	-21%	7%
GCN5L2 inh	-8%	2%	5%	-2%	22%	-1%

31. COc1ccc(C(=O)Nc2ccc(N3CCOCC3)cc2)cc1S(=O)(=O)NC1CCCC1
32. Cc1ccc(CSCCC(=O)NCCC2=CCCCC2)cc1
33. COc1ccc(OC)c(NC(=O)Cc2coc3ccc(C(C)C)cc23)c1
34. COc1ccc(NC(=O)CC2C(=O)N(c3ccc(C)cc3)C(=O)N2Cc2ccc(C)cc2)cc1 (stereo unspecified)
35. CCc1ccc(NC(=O)CC(NCc2cccnc2)C(=O)O)cc1 (stereo unspecified)
36. CC(/C=N/NC(=O)c1ccc(Br)cc1)=C\c1ccccc1
entry no.	31	32	33	34	35	36
DT40 TDP1 CPT	-1%	-8%	?	-10%	-10%	-9%
FEN1 inhibitor	2%	5%	-19%	9%	-14%	-27%
GCN5L2 inh	1%	0%	-14%	3%	0%	-24%

37. COc1ccc(-n2ncc3c(NCc4cccs4)ncnc32)cc1
38. CCOc1ccc(NC(=O)C2CCN(S(=O)(=O)c3cccs3)CC2)cc1
39. O=C(Nc1ccc(Cl)cc1)c1ccc(CN2CCc3ccccc3C2)cc1
40. COc1cc(/C(C)=N\NC(=O)CSc2nc3ccccc3n2C)ccc1O
41. COc1ccccc1N1CCN(C2CCN(C(=O)c3ccc(F)cc3)CC2)CC1
42. O=C1C2CCCN2C(=O)N1CCCN1CCN(c2cccc(Br)c2)CC1 (stereo unspecified)
entry no.	37	38	39	40	41	42
DT40 TDP1 CPT	-17%	-16%	?	?	-17%	-22%
FEN1 inhibitor	-19%	-3%	-1%	-13%	0%	7%
GCN5L2 inh	0%	-24%	-4%	-4%	-1%	?

43. NS(=O)(=O)c1cccc(NC(=O)CSc2nnc(C3CC3)n2-c2ccccc2)c1
44. Nc1ccc(S(=O)(=O)c2ccc(NC(=O)c3cccnc3)cc2)cc1
45. CCn1c(C)nc2cc(C(=O)N/N=C/c3ccc(O)c(O)c3O)ccc21
46. CCOC(=O)C1=C(N)N2C(=O)C(C)SC2=C(C(=O)OCC)C1c1ccccc1 (stereo unspecified)
47. CC(C)(C)C1CCc2c(sc(NC(=O)CSc3ncn[nH]3)c2C#N)C1 (stereo unspecified)
48. Cc1ccccc1NC(=O)c1ccc2c(c1)CCN2S(C)(=O)=O
entry no.	43	44	45	46	47	48
DT40 TDP1 CPT	-20%	-28%	26µM*	-21%	?	3%
FEN1 inhibitor	-5%	-1%	?	-23%	-9%	8%
GCN5L2 inh	-1%	.	?	-7%	?	?

49. Cc1ccc(S(=O)(=O)N2CCN(C(=O)c3ccc(N4CCCCC4)c([N+](=O)[O-])c3)CC2)cc1
50. COc1ccc(C(=O)OCC(=O)Nc2nc3c(F)c(F)c(F)cc3s2)cc1OC
51. CCOC(=O)c1c(NC(=O)COC(=O)CCCOc2ccc(OC)cc2)sc(C(=O)NC)c1C
52. COc1cc2c(N3CCOCC3)cc(O)c(CC(=O)Nc3ccccc3)c2cc1OC
53. O=C(NC1CCCCC1)c1ccc2c(c1)N(Cc1ccc(F)cc1)C(=O)c1ccccc1S2(=O)=O
54. O=C(COc1ccc(Br)cc1Cl)NC1CCN(Cc2ccccc2)CC1
entry no.	49	50	51	52	53	54
DT40 TDP1 CPT	?	3%	-22%	-1%	-27%	?
FEN1 inhibitor	2%	4%	-12%	2%	-2%	-2%
GCN5L2 inh	-1%	8%	-15%	-6%	-12%	?

55. CC(C)c1nc2n[nH]c(N)c2c2c1CCC2
56. COc1ccc(C2CC(=O)Oc3c(C(CCN4CCN(c5ccccc5)CC4)c4ccc(N(C)C)cc4)c(OC)cc(OC)c32)cc1 (stereo unspecified)
57. Cc1nn(CCC(=O)NCc2ccc(N(C)C)cc2)c(=O)c2nn(-c3ccccc3)c(C)c12
58. Clc1ccccc1/C=C/C=N/Nc1nc(N2CCOCC2)nc(N2CCOCC2)n1
59. NC(=O)c1sc2nc(-c3ccccc3)ccc2c1N
60. Cc1ccc2c3c([nH]c2c1)C(=O)CC(C)(C)S3
entry no.	55	56	57	58	59	60
DT40 TDP1 CPT	-13%	-34%	-2%&-21%	23µM*	18%	-3%
FEN1 inhibitor	-4%	-11%&9%	-13%&-2%	5%	18%	-2%
GCN5L2 inh	1%	-1%	-3%&-7%	-3%	-11%	2%

61. c1ccc(Oc2ccc(-n3cnnn3)cc2)cc1
62. CCOc1cc(/C=N/n2cnnc2)ccc1OS(=O)(=O)c1ccccc1
63. COc1cccc(-c2nc(-c3ccc(NC(=O)c4cccs4)cc3)no2)c1
64. CCOc1ccccc1N(C)C(=O)c1cc(S(=O)(=O)NCc2ccc(C)cc2)ccc1F
65. COc1cccc(/C=N/n2c(COc3ccccc3)n[nH]c2=S)c1OC
66. O=C(COC(=O)c1ccccc1Cl)NCCC1=CCCCC1
entry no.	61	62	63	64	65	66
DT40 TDP1 CPT	-25%	-1%	?	18µM*	-7%	-5%
FEN1 inhibitor	-8%	-4%	7%	-18%	-1%	-20%
GCN5L2 inh	-2%	-9%	12%	-1%	-7%	-3%

67. CCOc1ccccc1N(CC(=O)Nc1ccccc1C(=O)O)S(C)(=O)=O
68. CC(C)n1c(O)c(N=Nc2ccc(Cl)c(C(=O)O)c2)c2ccccc21
69. Cc1ccc(C(=O)NCc2ccc3c(c2)OCO3)cc1S(=O)(=O)N1CCCCC1
70. Cn1c(=O)c2c(nc(CN3CCc4ccccc4C3)n2Cc2ccc(F)cc2)n(C)c1=O
71. CCc1noc(C)c1C(=O)N1CCN(S(=O)(=O)c2ccc(C(C)=O)cc2)CC1
72. CCc1ccc(CCC(=O)Nc2ccc(C(C)=O)cc2)o1
entry no.	67	68	69	70	71	72
DT40 TDP1 CPT	-6%	7%	-26%	21µM*	-6%	-9%
FEN1 inhibitor	-2%	-13%	-20%	2%	1%	-6%
GCN5L2 inh	2%	1%	-20%	.	2%	-2%

73. COC(=O)c1cnn2c(C)c(Cc3c(C)cc(C)cc3C)c(C)nc12
74. CCCCNC(=O)CSc1nc2ccccc2c(=O)n1CC1COc2ccccc2O1 (stereo unspecified)
75. Cc1ccc(C)c(N2CCN(CCCNC(=O)c3cnn(-c4ccccc4)c3C3CCN(C(=O)OC(C)(C)C)CC3)CC2)c1
76. COC(=O)CSc1nnc(-c2cccs2)n1-c1ccc(Cl)cc1
77. CC1(C)Cc2c(C#N)c(N3CCN(C(=O)c4ccccc4Cl)CC3)nc(-c3ccco3)c2CS1
78. Cc1cc(C)nc(SCc2nnc(SCC(=O)N3CCOCC3)o2)n1
entry no.	73	74	75	76	77	78
DT40 TDP1 CPT	?	-27%	6.5µM*	-22%	?	-44%
FEN1 inhibitor	1%	-5%	-6%	-4%	-4%	30%
GCN5L2 inh	-4%	13%	4%	-14%	?	-6%

79. CCOC(=O)Cn1c(=O)oc2cc(S(=O)(=O)N3CCc4ccccc43)ccc21
80. Cc1ccc2cc(CN(Cc3ccco3)S(=O)(=O)c3c(C)ccc4nsnc34)c(=O)[nH]c2c1
81. CC(C(N)=O)N1C(=O)C2C3C=CC(C3)C2C1=O (stereo unspecified)
82. CN(Cc1ccccc1)C1CCN(Cc2ccccc2[N+](=O)[O-])CC1
83. COc1cc(CCN2C(=O)c3cccc4cccc(c34)C2=O)c(S(=O)(=O)NCCO)cc1OC
84. COc1ccc(CNC(=O)CN(C(=O)CCC(=O)Nc2ccccn2)c2cc(C)ccc2C)cc1
85. COc1ccc(/C=C/C(=O)Nc2ccc(C)cc2)cc1S(=O)(=O)N1CCOCC1
86. NC(=O)CC(c1ccccc1)c1ccc2c(c1)OCO2 (stereo unspecified)
87. O=C(O)C(Cc1c[nH]c2ccccc12)NS(=O)(=O)c1cccc(Cl)c1Cl (stereo unspecified)
entry no.	79	80	81	82	83	84	85	86	87
DT40 TDP1 CPT	-25%	?	-2%	12%	?	-26%	?	-1%	3%
FEN1 inhibitor	13%	-6%	9%	-2%	-29%	2%	0%	0%	-11%
GCN5L2 inh	-12%	-2%	0%	-10%	-7%	3%	1%	1%	14%

Bioassay records: PubChem BioAssay, National Center for Advancing Translational Sciences (NCATS)

This is a subset, so the mix of outcomes need not match the whole.
